# Bioassay records (PubChem)
# RGS4 inh: Inhibitors of Regulator of G Protein Signaling (RGS) 4: qHTS | 0.039% of 390,000 active | AID 504845, 2011 | Potency, µM (titrated, usually from 114 µM), for the others: at the highest dose activity change, negative = inhibition, most hits filed as inhibitors | Transcreener GDP fluorescence polarization, RGS4-accelerated GTP hydrolysis | Regulator of G-protein signaling 4 (Homo sapiens), P49798; also: potency is read from the fitted curve at half-maximal effect; % is scaled to controls: 0 for no effect and ±100 for the full control effect; nearly all actives have a fitted effect of over 75% in size; some results filed as inactive show a strong effect at the top dose
# Target sequence (P49798 whole entry, looked up): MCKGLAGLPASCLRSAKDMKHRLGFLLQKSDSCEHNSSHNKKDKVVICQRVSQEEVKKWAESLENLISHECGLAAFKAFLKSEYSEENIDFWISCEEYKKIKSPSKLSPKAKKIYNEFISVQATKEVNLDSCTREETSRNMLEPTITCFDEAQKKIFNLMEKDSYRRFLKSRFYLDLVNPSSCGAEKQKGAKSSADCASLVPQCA
#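 MLSMR compounds (23 nl, pin-transferred) preincubated 10 min at room temperature with a 500nM (2x) first reagent, then RGS4 at 900nM (2x) plus Transcreener GDP mix added; fluorescence polarization (620/688 nm) read before and after 90 min at 30 °C.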
# GLS inh: qHTS for Inhibitors of Glutaminase (GLS) | AID 624170, 2012 | Potency, µM (doses to about 45.5 µM), inactives show at the top dose activity change, negative = inhibition, hits mostly inhibitors | GLS enzymatic activity, qHTS titration | 0.21% of 410,000 active | Glutaminase kidney isoform, mitochondrial (Homo sapiens), O94925; also: potency is read from the fitted curve at half-maximal effect; % is scaled to controls: 0 for no effect and ±100 for the full control effect
#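 Enzyme dispensed in phosphate buffer (45 mM, pH 8.2, 0.02% Tween-20), compounds pinned in, then 1 mM L-glutamine solution and the glutamate oxidase–HRP–Amplex Red mix added; fluorescence read immediately and again after 30 min at room temperature.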
# PI4K2A inh: qHTS for small molecular inhibitors of PI4K2A; activity change, negative = inhibition, % at 76.9 µM; 0.13% of 420,000 active; AID 1346378, 2018; purified PI4K2A, ADP-Glo luminescence, 1 h; stronger effect = lower value; Phosphatidylinositol 4-kinase type 2-alpha (Homo sapiens), Q9BTU6; in the data active = activity change below about -50%; inconclusive = mostly about -30% to -49%;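 also: -100% = wells without enzyme as full effect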
#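 Compounds are screened against recombinant PI4K2A using PI as substrate and ATP, the latter dispensed at 300 microM. Reactions run one hour at ambient temperature before ADP-Glo detection; full inhibition defined by wells lacking enzyme.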
# JMJD2A Tudor inh: qHTS Assay for Inhibitors of JMJD2A-Tudor Domain; Lysine-specific demethylase 4A (Homo sapiens), O75164; AlphaScreen JMJD2A-Tudor / H3K4me3 peptide binding; Potency, µM (doses to about 114 µM), without a hit: at the top dose activity change, negative = inhibition, actives largely listed as inhibitors; 4.4% of 390,000 active; also: potency is read from the fitted curve at half-maximal effect; % is scaled to controls: 0 for no effect and ±100 for the full control effect; nearly all actives have a fitted effect of over 50% in size
# G9a block: qHTS Assay for Inhibitors of Histone Lysine Methyltransferase G9a. Potency, µM (doses to about 102 µM), for inactives: top-dose activity, negative = inhibition, most hits filed as inhibitors. G9a H3K9 monomethylation, AlphaScreen, 2 h. Histone-lysine N-methyltransferase EHMT2 (Homo sapiens), Q96KQ7. 8.8% of 350,000 active; also: potency is read from the fitted curve at half-maximal effect; % is scaled to controls: 0 for no effect and ±100 for the full control effect; nearly all actives have a fitted effect of over 75% in size
# Target sequence (Q96KQ7 913-1193 limits assumed): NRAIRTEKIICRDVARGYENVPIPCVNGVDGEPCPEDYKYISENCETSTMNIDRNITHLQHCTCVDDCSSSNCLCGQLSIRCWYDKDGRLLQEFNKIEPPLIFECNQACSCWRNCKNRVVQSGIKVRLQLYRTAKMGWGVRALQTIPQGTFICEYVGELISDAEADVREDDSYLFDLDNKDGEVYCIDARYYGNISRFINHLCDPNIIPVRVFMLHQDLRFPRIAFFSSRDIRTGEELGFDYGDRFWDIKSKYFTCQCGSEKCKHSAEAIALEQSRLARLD
#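 Enzyme 20 nM + cpd, 15 min RT; add b-H3K9 pep 500 nM / SAM 20 uM; 2 h RT; anti-H3K9me1 Ab 0.5 ug/mL + SA donor / anti-rabbit acceptor beads 20 ug/mL each, 10 min; AlphaScreen read.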
# HP1b binding inh: HTS for Inhibitors of HP1-beta Chromodomain Interactions with Methylated Histone Tails | Chromobox protein homolog 1 (Homo sapiens), P83916 | AlphaScreen HP1-beta / biotin-H3K9me3 peptide binding | Potency, µM (doses to about 114 µM), inactives show at the highest dose activity change, negative = inhibition, most hits filed as inhibitors | 0.56% of 390,000 active; also: potency is read from the fitted curve at half-maximal effect; nearly all actives have a fitted effect of over 70% in size; inactives centre near 23
#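 HP1-beta protein (50 nM final) preincubated 30 min at room temperature with biotinylated H3(1-18)K9me3 peptide (50 nM) in PBS pH 7.4, 0.01% Tween-20, then compound added for 30 min. AlphaScreen streptavidin donor/nickel chelate acceptor beads (10 ug/mL final), 30 min dark, luminescence read.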
# BAZ2B inh: qHTS Assay for Inhibitors of BAZ2B | Bromodomain adjacent to zinc finger domain protein 2B (Homo sapiens), Q9UIF8 | AlphaScreen BAZ2B-H3K14Ac peptide displacement | Potency, µM (titrated, usually from 114 µM), without a hit: at the top dose activity change, negative = inhibition, usual class: inhibitors | 4.4% of 360,000 active | AID 504333, 2011; also: potency is read from the fitted curve at half-maximal effect; % is scaled to controls: 0 for no effect and ±100 for the full control effect; nearly all actives have a fitted effect of over 60% in size
#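 BAZ2B (50 nM) with biotin-H3(5-23)K14Ac peptide (50 nM) in PBS pH 7.4, 0.01% Tween-20, preformed 30 min, then compound 30 min at room temperature; top concentration 110uM. AlphaScreen streptavidin donor/nickel chelate acceptor beads (10 ug/mL final), 20 min dark, signal read.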
# 12-LOX inh: Primary qHTS assay for inhibitors of human arachidonate 12S-lipoxygenase (ALOX12): Round 2. Polyunsaturated fatty acid lipoxygenase ALOX12 (Homo sapiens), P18054. purified 12hLO, xylenol orange hydroperoxide absorbance. Potency, µM (top dose mostly 108 µM), for the others: at the highest dose activity change, negative = inhibition, usual class: inhibitors. 1.1% of 580,000 active; also: potency is read from the fitted curve at half-maximal effect; % is scaled to controls: 0 for no effect and ±100 for the full control effect
#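 Purified human 12hLO at 150 nM in 25 mM Hepes, 0.01% Triton X-100, pH 7.0, preincubated 15 min at room temperature with compound. Reaction started with 40 uM arachidonic acid, 30 min at room temperature. Hydroperoxide measured by Fe-xylenol orange, 573/405 nm absorbance ratio.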
# ERG-DNA inh: qHTS for Small Molecule Inhibitors of the ERG Ets/DNA interaction; fluorescence polarization, His-ERG Ets domain / labelled DNA; 0.028% of 370,000 active; Potency, µM (doses to about 76.9 µM), inactives show at the highest dose FP activity, negative = inhibition, actives largely listed as inhibitors; active = well fitted inhibition curve with a large enough effect in the polarisation, with a control signal flat; inconclusive = small, poorly fitted or top-dose-only effect, or effect the other way, or a change in a side signal; inactive = no such curve, though single readings can be large or run the other way; the % refers to the polarisation;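 also: polarization taken with two DNA probes labelled with fluorescein and Texas red; potency is read from the fitted curve at half-maximal effect; % of control where 0% means no effect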
# Target sequence (P11308 whole entry, looked up, the tested form may be a part): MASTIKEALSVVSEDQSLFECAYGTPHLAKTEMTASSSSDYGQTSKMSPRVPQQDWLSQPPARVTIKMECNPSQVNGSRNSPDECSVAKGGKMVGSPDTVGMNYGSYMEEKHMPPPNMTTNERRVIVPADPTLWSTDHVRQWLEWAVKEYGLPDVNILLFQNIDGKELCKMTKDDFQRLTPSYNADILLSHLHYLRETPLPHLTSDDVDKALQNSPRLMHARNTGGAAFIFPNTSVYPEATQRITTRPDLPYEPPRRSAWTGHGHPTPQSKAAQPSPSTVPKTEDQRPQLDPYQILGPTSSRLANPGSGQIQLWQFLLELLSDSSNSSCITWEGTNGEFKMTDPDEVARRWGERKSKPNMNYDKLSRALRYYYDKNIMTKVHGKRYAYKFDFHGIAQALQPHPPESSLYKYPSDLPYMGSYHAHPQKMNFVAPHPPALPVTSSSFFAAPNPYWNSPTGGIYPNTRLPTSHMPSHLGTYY
#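 His-tagged ERG Ets domain (1 uM in the protein solution; 300mM KCl, 50mM Tris-HCl, 1mM EDTA, 1mM DTT, pH 7.5) received compound, then a probe mix of 5 nM fluorescein-DNA and 100nM Texas-615-DNA. Fluorescence polarization was read for both dyes.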
# An asterisk follows results filed as active; ? = inconclusive; . = not tested or not shown; [ ] = remark or other dose. Unless noted, calls follow the shape of the dose curve; as a rule, active = well fitted curve in the direction sought with a large enough effect; inconclusive = small, poorly fitted or top-dose-only effect, or another doubt; inactive = no such curve, though single readings can be large; an effect the other way counts as inactive or inconclusive. These rows are one share of the data; the hit share may differ from the screen's.
SMILES,RGS4 inh,GLS inh,PI4K2A inh,JMJD2A Tudor inh,G9a block,HP1b binding inh,BAZ2B inh,12-LOX inh,ERG-DNA inh
CCOC(=O)NC(=O)CSc1ccccn1,-15%,7%,-1,-11%,-5%[59 µM],26%,7%,12%,.
Cc1nc(-c2ccccc2)c(-c2ccccc2)[nH]1,0%,11%,2,?,6%[59 µM],-15%,?,5%,4%
COc1ccccc1C(=O)N(CCN(C)C)c1nc2cc(C)cc(C)c2s1,-24%,2%,1,?,?,3%,.,?,-5%
Nc1nonc1-c1noc(CCCN2C(=O)c3ccccc3C2=O)n1,-1%,-2%,-2,0%,-3%[0.501 µM],23%,-9%,26%,1%
CCOC(=O)Cc1c(C)c2ccc(N(CC)CC)cc2oc1=O,-4%[11.4 µM],16%,-2,89%[activator][57.1 µM],48%[activator],298%[activator],79%[activator],-21%,-3%
Cc1c(NC(=O)COC(=O)CSc2ccc(C(N)=O)cc2[N+](=O)[O-])c(=O)n(-c2ccccc2)n1C,-17%,-6%,2,?,.,14%,17%,-13%,0%
C[C@@H](CC#N)CN1CC[C@H](C(C)(C)C)CCC1=O,10%,-4%,3,-19%,.,41%[activator],6%,-4%,8%
COc1ccc(CCN(C)C(=O)CN2C(=O)NC3(CCCCCC3)C2=O)cc1OC,-4%,5%,-3,-2%,13%[59 µM],11%,-4%,0%,7%
O=C(Cn1c(/C=C/c2ccccc2)nc2ccccc21)Nc1ccc(F)cc1,?,?,-4,50µM*,28%[59 µM],16%,-3%,9%,6%
CC(=O)N1CCc2c(sc(NC(=O)c3ccc([N+](=O)[O-])o3)c2C#N)C1,-11%,4%,-6,?,2.8µM*,?,56µM*,?,1%
COc1ccc(Nc2nc(N)nc(CSC(=S)N3CCCCC3C)n2)cc1 (stereo not drawn),-2%,7%,-12,?,?,-12%,-38%,0%,14%
CN1CCN(C(=O)C2=C[C@H](c3ccccc3)C[C@H](OCc3ccc(CO)cc3)O2)CC1,-3%,-7%,1,-16%,-4%[59 µM],48%[activator],-11%,-9%,5%
CCn1nnc(-c2ccccc2NC(=O)C(F)(F)F)n1,-21%,8%,2,-3%,5%[2.33 µM],13%,1%,8%,.
CCOC(=O)C1CCN(c2ncnc3c2c(-c2ccccc2)cn3-c2cccc(C)c2)CC1,-5%,6%,-2,-24%,-31%[59 µM],26%,-24%,?,-4%
CCc1c(C)nc(N2CCOCC2)[nH]c1=O,-9%,-1%,1,-11%,-2%[59 µM],3%,-7%,-7%,0%
CCOc1cccc(CN2CCCC(CCC(=O)NCc3ccccc3F)C2)c1O (stereo not drawn),-6%,-20%,2,-14%,-8%,16%,-21%,-11%,2%
CC(CCCC(C)(C)O)NCc1cn[nH]c1-c1ccc2c(c1)OCO2 (stereo not drawn),50%,-12%,-4,-7%,.,31%,4%,-1%,7%
Cn1cnnc1SCC(=O)N1CCc2ccccc21,17%,8%,4,-3%,52%[12.7 µM],13%,7%,-8%,11%
Cc1nnsc1C(=O)NC(C)c1ccccc1 (stereo not drawn),13%,-2%,-21,1%,?,45%[activator],-8%,1%,-3%
O=C(N/N=C/c1ccc[nH]1)c1ccc(Cl)cc1,4%,14%,-3,-16%,-5%,24%,-32%,-21%,9%
Cc1sc2ncnc(NCCCO)c2c1C,-7%,5%,4,-22%,12%,31%,-4%,0%,9%
O=c1c(Cc2c(F)cccc2Cl)c(O)ccn1CCCn1ccnc1,4%[56.9 µM],15%,2,-19%,-7%,-3%,?,?,-12%
Cc1ccc(C)c(NC(=S)N2CCN(S(=O)(=O)c3ccccc3)CC2)c1,6%,0%,1,-8%,-4%,31%,-21%,0%,0%
COc1ccc2oc(-c3ccco3)cc(=O)c2c1,1%[11.4 µM],-1%,-16,3%[11.4 µM],45µM*,63%[activator],-18%,-15%,-21%
CCc1nnc(NC(=O)c2nc(SCc3ccccc3C)ncc2Cl)s1,29%,7%,-3,-27%,-19%[59 µM],39%[activator],-31%,-20%,-1%
Cn1cc(C(=O)NC2CCCCCC2)c(=O)c2cc(S(=O)(=O)N3CCCC3)ccc21,-9%,2%,0,-2%,26%[59 µM],7%,9%,1%,-2%
CCNC(=O)Cc1c(OC)ccc2cc(Br)ccc12,-11%,-2%,-4,4%,-1%,39%[activator],-19%,-3%,-4%
COc1cccc(CN(Cc2cccnc2)S(=O)(=O)c2ccc(-n3cnnn3)c(C)c2)c1OC,-8%,-11%,-6,?,25µM*,20%,?,?,.
Cc1ccc(C(=O)C[n+]2ccc(Cc3ccccc3)cc2)cc1,-14%,3%,-2,0%,45µM*,33%,-14%,30%[activator],-10%
CC1=C(C(=O)OC2CCCCCC2)C(c2ccc(Cl)cc2)CC(=O)N1 (stereo not drawn),23%,-5%,-3,-13%,-7%[59 µM],14%,-4%,-20%,2%
CCCN1CCN(CCCNC(=O)c2ccccc2NC(=O)C2=C(C)OCCS2)CC1,16%,12%,-2,-14%,23%[0.0925 µM],-1%,-13%,-3%,-1%
COc1ccc(C(C)=O)cc1COC(=O)Cc1cc(OC)c(OC)c(OC)c1,-10%,-7%,3,-12%,?,21%,?,8%,-6%
CCc1ccc(NC(=O)Nc2ccsc2C(=O)OC)cc1,1%,-4%,-24,18%,17%,55%[activator],-1%,.,8%
NC(=O)C1CCN(C(=O)c2ccc(NS(=O)(=O)c3ccc(Br)s3)cc2)CC1,5%,5%,-2,3%,?,34%,4%,-6%,0%
O=C(CN(C(=O)c1csnn1)c1cccc2ccccc12)NC1CCCC1,-44%,9%,5,-30%,-26%,-10%,-14%,1%,-5%
Cc1sc2nc(C3CCCCC3)nc(SCC(=O)N3CC(=O)Nc4ccccc43)c2c1C,-7%,0%,1,-28%,20%,4%,2%,21%,5%
CC(=O)COc1ncn(-c2ccccc2)n1,3%,0%,-9,7%,29%[59 µM],16%,3%,1%,0%
Cc1ccc(-n2c(=S)sc3c(=O)n(-c4ccccc4F)c(SCC(=O)O)nc32)cc1C,16%,20%,-1,-9%,-14%,20%,-12%,?,7%
FC(F)(F)c1cnc(N2CCSCC2)c(Cl)c1,4%,2%,16,-6%,19%,38%[activator],-1%,?,-3%
O=C1NC(C(F)(F)F)(C(F)(F)F)N=C2SC=CN12,9%,-10%,4,-14%,25%,24%,-1%,0%,1%
Cc1ccc(N2CC(C)Cn3c2nc2c3c(=O)n(CC(=O)OCc3ccccc3)c(=O)n2C)cc1C (stereo not drawn),-30%,-8%,-1,?,-5%[12.7 µM],4%,2%,-16%,5%
Cc1ccc(CNC(=O)c2ccc3c(=O)n(-c4ccccc4)c(=O)[nH]c3c2)cc1,-2%,11%,0,0%,1%[59 µM],43%[activator],-1%,-16%,-14%
CCOC(=O)c1c(NC(=O)Cc2cccs2)sc(C)c1C,2%,3%,-4,-9%,-15%[12.7 µM],60%,-34%,-24%,.
CN(C)c1ccc(NC(=O)C(=O)NCCOc2ccccc2)cc1,3%,1%,0,-21%,?,29%,-13%,9%,-5%
CCC1(C(=O)NC(=Nc2ccccc2)Nc2ccccc2)CCOC1=O (stereo not drawn),-22%,-6%,-2,?,.,17%,.,-14%,-6%
CC(C)N1CCc2c(sc(NC(=O)C3CCCCC3)c2C(N)=O)C1,-1%,13%,-4,-19%,13%,18%,-20%,?,-3%
CC(=O)Nc1ccc(SCc2ncc(-c3ccccc3)o2)cc1,4%,-6%,-9,-21%,50µM*,9%,-19%,-51%,6%
Cc1cc2c(cc(C(=O)OC(C(=O)NC3CCCCC3)C(C)C)n2C)o1 (stereo not drawn),10%,10%,-1,-12%,?,27%,-33%,12%,-5%
CCCNC(=O)COC(=O)c1cc(SC)ccc1Cl,21%,2%,0,-5%,-5%[59 µM],32%,9%,0%,4%
Cc1c(NC(=O)N2CCCCCC2)c(=O)n(-c2ccccc2)n1C,-26%,11%,-3,-8%,16%,26%,4%,0%,4%
CN(C(=O)COC(=O)c1cc[n+]([O-])cc1)c1ccccc1,-6%,-2%,-4,3%,-26%,34%,0%,?,-10%
COCCNC(=O)COc1cc(=O)n(C)c2ccccc12,29%,18%,1,-6%,30%[59 µM],16%,-1%,0%,-5%
